NADH enzymes: inhibitors of PK/LDH coupling enzymes, profiling panel, artefact control, biochemical, MLSMR library; coupled PK/LDH NADH assays, four targets; AID 774, 2007; hit rate 0.02% among 65,000; IC50, µM (titrated, usually from 10 µM), without a hit: at the top dose inhibition;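 active = single-dose screening hits from any of four coupled enzyme assays that gave an IC50 when retested across doses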;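 also: the DPM-DC format reads NADH fluorescence rather than 340 nm absorbance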
RORA act: activators of orphan receptor RORA, primary screen, cell-based, luminescence; hit rate 1.5% among 65,000; Nuclear receptor ROR-alpha (Homo sapiens), P35398; activation, % at 10 µM; AID 560, 2006; CHO-K1 Gal4-RORA LBD luciferase reporter; percent increase over mock-subtracted basal signal;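 active = activation above the mean of all tested compounds plus 3 SD, cut at about 49% in these data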;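 also: 0% = DMSO-treated RORA cells and 100% = added signal equal to DMSO minus mock-transfected cells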
Fluor 339 460: intrinsic fluorescence of library compounds, ex339/em460 – biochemical, MLSMR library, data from DPM-DC assay, artefact control, profiling panel; compound autofluorescence, ex339/em460 nm, NADH buffer; active compounds read high; 1 = no-compound wells, NADH background; fluorescence fold increase at 10 µM; hit rate 5.5% among 65,000;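 active = at 10 µM, mean starting fluorescence two-fold or more over control wells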;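 also: signal is the first read of a kinetic run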
MMP-13 inhibitor: human MMP13 inhibitors, primary screen, biochemical, FRET peptide cleavage; Collagenase 3 (Homo sapiens), P45452; MMP-13 fTHP FRET cleavage, Mca fluorescence; inhibition, % at 4 µM; hit rate 0.07% among 65,000;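 active = inhibition above the mean of compound-free control plate wells plus 3 SD, cut at about 14% in these data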;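 also: 0% = DMSO wells and 100% = wells with reference MMP-13 inhibitor after basal subtraction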
TNAP act mid DEA: human TNAP enzyme activators, primary screen, biochemical, luminescent, intermediate phosphate acceptor level. AID 813, 2007. 64,000 tested, under 10 active. purified TNAP, CDP-star luminescence, 100 mM DEA, 30 min; active compounds read high; scale: 0 levamisole-inhibited, 1 vehicle-only enzyme. activation factor at 20 µM;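 active = activation factor of at least 2 at 20 µM, relative to controls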
5HT1a ag: human 5-HT1a receptor agonists, primary screen, cell-based, CHO, Ga15 NFAT-bla reporter | CHO 5-HT1a Ga15 NFAT-bla reporter, FRET ratio; 0% basal, 100% maximal reference agonist | hit rate 0.56% among 65,000 | activation, % at 10 µM;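 active = activation above the screen-wide mean activation plus 3 SD, cut at about 19% in these data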;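 also: 0% = DMSO wells and 100% = 5-CT at EC100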
Target sequence (P08908 whole entry, looked up): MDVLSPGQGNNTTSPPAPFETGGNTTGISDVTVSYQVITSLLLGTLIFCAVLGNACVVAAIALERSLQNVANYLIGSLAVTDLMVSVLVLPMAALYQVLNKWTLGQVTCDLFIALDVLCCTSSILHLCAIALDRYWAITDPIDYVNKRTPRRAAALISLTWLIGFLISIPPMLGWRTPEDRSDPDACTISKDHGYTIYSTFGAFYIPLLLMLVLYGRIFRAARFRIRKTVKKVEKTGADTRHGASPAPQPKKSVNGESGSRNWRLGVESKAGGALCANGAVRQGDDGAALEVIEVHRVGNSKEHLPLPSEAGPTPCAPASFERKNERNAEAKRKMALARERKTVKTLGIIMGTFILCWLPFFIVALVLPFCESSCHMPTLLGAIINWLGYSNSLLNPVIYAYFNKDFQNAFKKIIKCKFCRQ
5-HT1A blocker: human 5-HT1a receptor antagonists, primary screen, cell-based, CHO, Ga15 NFAT-bla reporter; CHO 5-HT1a Ga15 NFAT-bla reporter, antagonist mode; inhibition, % at 10 µM; hit rate 0.68% among 62,000; AID 612, 2007;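 active = inhibition above the mean of all tested compounds plus 3 SD, cut at about 43% in these data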;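 also: receptor stimulated by 5-CT agonist at 100 nM near EC80; beta-lactamase reporter measured by ratiometric fluorescence of a cleavable substrate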
SF1 activator: activators of human SF-1, primary screen, cell-based, CHO-K1, Gal4-SF-1 LBD, luciferase luminescence; Steroidogenic factor 1 (Homo sapiens), Q13285; CHO-K1 Gal4-SF-1 LBD luciferase reporter; % increase over DMSO SF-1-specific signal; activation, % at 10 µM; hit rate 1.9% among 65,000; AID 522, 2006;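 active = activation above the mean activation of all tested compounds plus 3 SD, cut at about 50% in these data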
Target sequence (Q13285 whole entry, looked up, the tested form may be a part): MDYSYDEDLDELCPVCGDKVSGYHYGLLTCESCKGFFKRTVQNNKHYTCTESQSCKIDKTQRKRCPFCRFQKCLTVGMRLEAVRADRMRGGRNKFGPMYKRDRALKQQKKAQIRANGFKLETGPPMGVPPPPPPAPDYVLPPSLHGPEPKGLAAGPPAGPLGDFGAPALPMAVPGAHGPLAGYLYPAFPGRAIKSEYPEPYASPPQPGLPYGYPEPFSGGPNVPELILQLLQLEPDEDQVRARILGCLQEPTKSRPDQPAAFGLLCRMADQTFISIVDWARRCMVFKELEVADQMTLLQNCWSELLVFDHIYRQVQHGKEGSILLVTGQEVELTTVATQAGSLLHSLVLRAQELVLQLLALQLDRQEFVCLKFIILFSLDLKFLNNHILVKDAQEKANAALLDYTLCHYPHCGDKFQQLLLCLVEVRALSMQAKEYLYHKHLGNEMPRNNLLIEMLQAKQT
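Test system: CHO-K1 cells with Gal4–hSF-1 LBD chimera plus Gal4-driven luciferase; Input: 4,000 cells/well; Compound: 10 µM only; Times: 20 h compound treatment, 37 °C; Measured by: steady-glow luciferase luminescence, read after 15 min reagent incubation; Measure: percent activation versus DMSO; Control set: DMSO and mock-transfected background; Replicates: one test per compound.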
Abs 340nm: compound light absorbance at 340 nm, profiling panel, artefact control, biochemical, MLSMR library, data from PS, PMK, MK assays | compound absorbance at 340 nm, fold over control | fold change at 10 µM | 65,000 tested, under 10 active | AID 708, 2007;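 active = at 10 µM dose, initial 340 nm absorbance at least 2 fold that of control wells; inactive = change under 2 fold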;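 also: initial absorbance extrapolated from kinetic A340 decline of NADH oxidation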
Starred values were filed as active, the others as inactive; . = not tested or not shown.

1	CCCOc1ccc(/C(O)=C2/C(=O)C(=O)N(CCN(CC)CC)C2c2ccncc2)cc1 (configuration not stated)
2	CC(C)(C)NC(=O)c1ccc2nccnc2c1
3	O=C(Nc1ccc(NC(=O)C23CC4CC(CC(C4)C2)C3)cn1)c1ccco1
4	CC(=O)NC(CCS(C)(=O)=O)C(=O)Nc1nc(C)cs1 (configuration not stated)
5	CCN1CCN(CCNC(=O)c2ccc(CS(=O)(=O)c3ccccc3C)o2)CC1
6	O=C(COc1ccc(Cl)cc1)NCc1nnc(SCC(=O)c2ccccc2)o1
7	CCN1CCCC1CNc1ncnc2c1[nH]c1ccc(Cl)cc12 (configuration not stated)
8	COc1cccc(NC(=O)CSc2ncnc3c2oc2ccccc23)c1
9	COC(=O)c1sc(N)c(C(=O)OC)c1COC(=O)C1CC(=O)N(Cc2ccco2)C1 (configuration not stated)
10	CCOC(=O)CSC1=C(C#N)C(c2ccc(C)cc2)C2=C(CCCC2=O)N1 (configuration not stated)

assay / entry	1	2	3	4	5	6	7	8	9	10
NADH enzymes	2%	7%	0%	4%	5%	2%	10%	3%	4%	9%
RORA act	7	-20	28	9	6	30	-8	12	12	-21
Fluor 339 460	1.1	1.1	1	1.1	1.1	1.1	1.8	1	1.1	1.4
MMP-13 inhibitor	-2	-4	0	-2	-1	4	-20	4	-4	7
TNAP act mid DEA	1	0.9	0.9	.	0.9	0.9	0.9	1	1	1
5HT1a ag	-4.0	2.1	-2.7	-4.4	-4.1	-4.2	0.4	2.3	0.7	3.0
5-HT1A blocker	-11	5	13	-14	1	-5	-13	6	-2	-4
SF1 activator	-1	3	90*	-8	8	2	24	5	-8	-5
Abs 340nm	1	1	1.1	0.99	1	1.1	1.1	1	1	1

11	COc1ccc2c(c1OC)C(=O)OC2Nc1ccccc1S(=O)(=O)C(F)F (configuration not stated)
12	O=C(NCCSc1c[nH]c2ccccc12)c1ccco1
13	COc1ccc(CN2CCN(c3ccccn3)CC2)c(OC)c1
14	COc1ccc(S(=O)(=O)Nc2ccccc2SC)cc1C
15	COc1ccc(S(=O)(=O)Nc2cc(C(=O)NCCC(C)C)ccc2N2CCOCC2)cc1
16	Cc1onc(-c2ccccc2)c1C(=O)NCc1cccnc1
17	OC[C@H]1O[C@@H](n2cnc3c(Nc4ccccc4)ncnc32)[C@H](O)[C@@H]1O
18	Cc1cc2cc(CNC(=O)Cc3cccs3)ccc2n1C
19	CCCCNC(=O)NS(=O)(=O)c1ccc(C(=O)OC(C)C)o1
20	Cn1c(NC(=O)c2ccc(C(C)(C)C)cc2)cc(=O)n(C)c1=O

assay / entry	11	12	13	14	15	16	17	18	19	20
NADH enzymes	5%	2%	20%	2%	9%	2%	1%	4%	6%	4%
RORA act	-9	13	-6	-11	-6	-7	5	-13	4	9
Fluor 339 460	1.1	1.1	1.1	1	1.1	1	1	1.1	1.1	1
MMP-13 inhibitor	-1	-1	-6	-1	-88	4	1	-5	3	4
TNAP act mid DEA	0.9	0.8	1	0.9	1	0.9	0.9	0.9	0.9	0.9
5HT1a ag	-1.6	-0.8	0.4	-3.8	0.8	-2.1	-1.4	1.2	-0.2	0.5
5-HT1A blocker	-10	-2	4	14	6	-10	.	-12	-3	-6
SF1 activator	4	9	-6	-14	2	6	48	-19	-5	18
Abs 340nm	1.1	1	1	1	0.99	0.98	0.97	1	1	1.1

Entries listed so far that contain a furan ring, fused or not, in the order listed:
3	O=C(Nc1ccc(NC(=O)C23CC4CC(CC(C4)C2)C3)cn1)c1ccco1
5	CCN1CCN(CCNC(=O)c2ccc(CS(=O)(=O)c3ccccc3C)o2)CC1
8	COc1cccc(NC(=O)CSc2ncnc3c2oc2ccccc23)c1
9	COC(=O)c1sc(N)c(C(=O)OC)c1COC(=O)C1CC(=O)N(Cc2ccco2)C1 (configuration not stated)
12	O=C(NCCSc1c[nH]c2ccccc12)c1ccco1
19	CCCCNC(=O)NS(=O)(=O)c1ccc(C(=O)OC(C)C)o1

assay / entry	3	5	8	9	12	19
NADH enzymes	0%	5%	3%	4%	2%	6%
RORA act	28	6	12	12	13	4
Fluor 339 460	1	1.1	1	1.1	1.1	1.1
MMP-13 inhibitor	0	-1	4	-4	-1	3
TNAP act mid DEA	0.9	0.9	1	1	0.8	0.9
5HT1a ag	-2.7	-4.1	2.3	0.7	-0.8	-0.2
5-HT1A blocker	13	1	6	-2	-2	-3
SF1 activator	90*	8	5	-8	9	-5
Abs 340nm	1.1	1	1	1	1	1

More entries follow:
21	CCOC(=O)N1CCN(CC(=O)c2c(C)[nH]c3ccccc23)CC1
22	Cn1c(=O)oc2cc(S(=O)(=O)NC3CCCc4ccccc43)ccc21 (configuration not stated)
23	O=C(CCCOc1ccccc1)Nc1ccncc1
24	COc1ccc(NC(=O)Cn2nnc(-c3ccccc3NC(=O)C3CC3)n2)cc1
25	O=C(OCc1cc2ccccc2[nH]c1=O)c1cccnc1
26	O=C(CCCn1c(=O)c2ccccc2n(CC(=O)NCc2ccco2)c1=O)NCc1ccco1
27	CC(Cc1cccs1)NC(=O)Nc1ccccc1 (configuration not stated)
28	COC(=O)c1ccccc1NC(=O)CSc1nnc(CNS(=O)(=O)c2ccc(C)cc2)n1C
29	Cc1ccc(Cn2nc(C)c(NC(=O)c3cc(-c4ccc5c(c4)OCO5)on3)c2C)cc1
30	O=C(O)C1C2C=CC3(CN(C4CCCC4)C(=O)C13)O2 (configuration not stated)

assay / entry	21	22	23	24	25	26	27	28	29	30
NADH enzymes	2%	4%	5%	7%	3%	3%	12%	2%	5%	3%
RORA act	-11	11	-4	-3	-2	-18	7	-12	-8	-12
Fluor 339 460	1	1.1	1.1	1	1.1	1.1	0.87	1.1	1.1	1
MMP-13 inhibitor	3	5	0	-4	-2	0	-3	-2	-7	1
TNAP act mid DEA	0.9	1	1	0.9	0.9	1	1	0.9	1	0.9
5HT1a ag	1.6	-5.8	-2.5	-1.0	-3.3	-4.6	-1.1	0.0	2.0	-4.2
5-HT1A blocker	9	1	-2	8	0	16	1	-14	10	-2
SF1 activator	1	-15	2	-5	-3	-9	22	-7	-5	-10
Abs 340nm	0.98	1	0.96	0.99	1	1	1	1	1	0.97

Record cards, as listed above:
`O=C(OCc1cc2ccccc2[nH]c1=O)c1cccnc1` across the screens: NADH enzymes: 3%; RORA act: -2; Fluor 339 460: 1.1; MMP-13 inhibitor: -2; TNAP act mid DEA: 0.9; 5HT1a ag: -3.3; 5-HT1A blocker: 0; SF1 activator: -3; Abs 340nm: 1
`O=C(CCCn1c(=O)c2ccccc2n(CC(=O)NCc2ccco2)c1=O)NCc1ccco1` across the screens: NADH enzymes: 3%; RORA act: -18; Fluor 339 460: 1.1; MMP-13 inhibitor: 0; TNAP act mid DEA: 1; 5HT1a ag: -4.6; 5-HT1A blocker: 16; SF1 activator: -9; Abs 340nm: 1

The results go on:
31	CC(=O)C1=C(C)Nc2cc(C(F)(F)F)ccc2S1
32	CCn1c(SCC(=O)Nc2cc(C)on2)nnc1-c1ccncc1
33	CC1=C(C(=O)OC(C)C)C(c2cccnc2)n2ncnc2N1 (configuration not stated)
34	CSc1ccc(S(=O)(=O)Nc2c(C)cccc2C)cc1
35	CCOc1ccccc1Nc1nc(N)nc(CN(C)C2CCCCC2)n1
36	CC1(C)CN(O)CCN1O
37	CCOc1ccc2nc(N3CCCC(C(=O)NCCCN4CCOCC4)C3)sc2c1 (configuration not stated)
38	COc1ccc(N2CCN(CCNC(=O)CCCn3c(=O)[nH]c4cc(Cl)ccc4c3=O)CC2)cc1
39	Cc1csc(NC(=O)c2cc3c(s2)CCC3)n1
40	Cc1ccc(CN(c2ccc(C(=O)N3CCCC3)cc2)S(C)(=O)=O)cc1

assay / entry	31	32	33	34	35	36	37	38	39	40
NADH enzymes	2%	0%	5%	3%	10%	1%	9%	1%	2%	3%
RORA act	-13	-11	-5	-10	18	-38	-2	-6	-4	5
Fluor 339 460	1	1.2	1.1	1.1	1.1	1	1	1	1.1	1.1
MMP-13 inhibitor	-4	-8	0	4	0	1	-4	3	2	3
TNAP act mid DEA	0.9	1	0.9	0.9	0.9	1	1	1	0.9	1
5HT1a ag	-1.9	-3.1	1.6	-1.3	-0.6	3.0	-2.8	0.0	-2.5	-1.9
5-HT1A blocker	4	1	3	6	4	.	22	-10	0	-16
SF1 activator	-6	12	-6	-5	-5	10	15	-5	-12	-13
Abs 340nm	1	1	1	1	1	1	1	1	1.1	1

41	COc1ccc2nc(NC(=O)CSC3=NCCS3)sc2c1
42	Cc1cc(NC(=O)COC(=O)C2CCN(C(=O)c3ccc(Cl)cc3)CC2)no1
43	Cc1cccc(N2C(=O)CC(N3CCN(c4cccc(C(F)(F)F)c4)CC3)C2=O)c1 (configuration not stated)
44	CN(C)c1ccc(C2N3CC4(C)CN2CC(C)(C3)C4O)cc1 (configuration not stated)
45	Cc1ccc2nc(Nc3nc(C)cc(C(F)(F)F)n3)nc(C)c2c1
46	Cc1cc(C)n2nc(SCC(=O)N(C)Cc3ccccc3)nc2n1
47	CCN(CC)c1ccc(NC(=O)c2ccco2)cc1

assay / entry	41	42	43	44	45	46	47
NADH enzymes	3%	2%	2%	4%	5%	3%	4%
RORA act	-10	-21	1	34	-17	-13	14
Fluor 339 460	1.1	1.1	1	1.1	1.2	0.99	1.1
MMP-13 inhibitor	-8	2	3	4	5	3	8
TNAP act mid DEA	0.8	0.9	0.9	0.9	1	0.8	1
5HT1a ag	-2.8	-0.9	-1.6	-1.6	-1.9	-0.9	-0.2
5-HT1A blocker	-14	2	-11	-6	3	-4	7
SF1 activator	-30	-25	-4	10	-10	-1	7
Abs 340nm	1	1.1	0.99	1.1	1.1	1	1.1
